# RGS4-Gao reg – modulators of RGS4 binding to Galphao, primary screen, biochemical, multiplexed bead flow cytometry. actives lie on both sides. 220,000 compounds, 0.33% hits. Guanine nucleotide-binding protein G(o) subunit alpha (Homo sapiens), P09471. binding response (% of control), % at 10 µM. AID 1415, 2008; in the data active = binding response below about 49% or above about 150%; inactive = in between;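 also: fluorescent Galphao activated with aluminum fluoride binding bead-coupled RGS4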
# RGS8-Gao reg – RGS8-Galphao binding modulators, primary screen, biochemical, multiplexed bead flow cytometry | Guanine nucleotide-binding protein G(o) subunit alpha (Homo sapiens), P09471 | actives lie on both sides | response (percent of control binding), % at 10 µM | 220,000 compounds, 0.34% hits; in the data active = response below about 60% or above about 140%; inactive = in between;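 also: Galphao activated as the GDP aluminium fluoride complex binding bead-coupled RGS8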
# Mcl1 Noxa PPI – Mcl-1/Noxa binding inhibitors, primary screen, biochemical, TR-FRET, 1536-well | Induced myeloid leukemia cell differentiation protein Mcl-1 (Homo sapiens), Q07820 | TR-FRET Mcl-1/Noxa peptide binding, 2 h | inhibition, % at 21.7 µM | 220,000 compounds, 1.5% hits;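 active = compounds that cut the protein-peptide binding signal by more than 50% relative to plate controls in a single-dose test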;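 also: His-tagged Mcl-1 with rhodamine Noxa BH3 peptide and terbium anti-His antibody; 0% = Mcl-1 plus Noxa peptide wells and 100% = peptide-only wells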
# Bcl-W Bim block – inhibitors of Bim binding to Bcl-W, primary screen, biochemical, multiplexed, bead-based flow cytometry; 190,000 compounds, 0.02% hits; Bim peptide-Bcl-W binding; Bcl-2-like protein 2 (Homo sapiens), Q92843; inhibition, % at 10 µM;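 also: 0% = bound tracer without compound and 100% = peptide blocker; higher means less fluorescent Bim peptide bound to Bcl-W beads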
# RGS7-Gao reg – RGS7-Galphao binding modulators, primary screen, biochemical, multiplexed bead flow cytometry. binding response (% of control), % at 10 µM. 220,000 compounds, 0.35% hits. actives lie on both sides; in the data active = binding response below about 49% or above about 150%; inconclusive = no clear call, values can overlap the other calls; inactive = in between;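 also: fluorescent Galphao held in activated GDP-AlF4 state binding bead-coupled RGS7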
# Bim-Bcl-XL – inhibitors of Bim-Bcl-XL binding, primary screen, biochemical, multiplexed, bead flow cytometry, human Bcl-XL; Bcl-2-like protein 1 (Homo sapiens), Q07817; Bim peptide-Bcl-XL binding, fluorescence; inhibition, % at 10 µM; 190,000 compounds, 0.04% hits
# Target sequence (Q07817 whole entry, looked up): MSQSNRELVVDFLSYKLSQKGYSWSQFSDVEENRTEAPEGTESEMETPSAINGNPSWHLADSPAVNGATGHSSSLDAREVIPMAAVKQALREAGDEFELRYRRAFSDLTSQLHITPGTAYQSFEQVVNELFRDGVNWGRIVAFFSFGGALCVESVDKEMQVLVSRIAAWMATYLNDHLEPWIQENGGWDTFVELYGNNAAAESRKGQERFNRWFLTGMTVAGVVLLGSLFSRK
# Bcl-B Bim block – inhibitors of Bim-Bcl-B binding, primary screen, biochemical, multiplexed, human Bcl-2 family; inhibition, % at 10 µM; Bcl-2-like protein 10 (Homo sapiens), Q9HD36; 190,000 compounds, 0.073% hits; bead-based flow cytometry, Bim peptide-Bcl-B binding; AID 951, 2007;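 also: 0% = tracer peptide without compound and 100% = reference inhibitor peptide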
# Bim-Mcl-1 – inhibitors of Bim peptide binding to Mcl-1, primary screen, biochemical, bead-based flow cytometry, multiplex | inhibition, % at 10 µM | 190,000 compounds, 0.1% hits | Bim peptide-Mcl-1 binding;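 also: 0% = no compound tracer wells and 100% = peptide blocker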
# Bim-Bcl-2 – inhibitors of Bim-Bcl-2 binding, primary screen, biochemical, multiplexed, human Bcl-2 family | Bead-based flow cytometry, Bim peptide-Bcl-2 binding | inhibition, % at 10 µM | 190,000 compounds, 0.06% hits | AID 950, 2007; in the data active = inhibition above about 40%; inconclusive = no clear call, values can overlap the other calls;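 also: 0% = no compound wells with probe peptide and 100% = reference peptide inhibitor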
# Target sequence (P10415 whole entry, looked up): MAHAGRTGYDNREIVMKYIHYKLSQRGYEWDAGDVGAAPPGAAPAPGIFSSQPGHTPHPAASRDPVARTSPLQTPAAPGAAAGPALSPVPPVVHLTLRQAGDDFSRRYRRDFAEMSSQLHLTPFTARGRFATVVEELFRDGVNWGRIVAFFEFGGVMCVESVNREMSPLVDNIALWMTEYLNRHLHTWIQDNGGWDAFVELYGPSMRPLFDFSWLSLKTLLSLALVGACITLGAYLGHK
# Mcl1-Bid inh – Mcl-1/Bid binding inhibitors, primary screen, biochemical, TR-FRET, 1536-well; Induced myeloid leukemia cell differentiation protein Mcl-1 (Homo sapiens), Q07820; TR-FRET Mcl-1/Bid-Dy647 peptide binding; inhibition, % at 21.7 µM; 220,000 compounds, 0.97% hits;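 active = compounds that cut the binding signal by more than half at the single screening dose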;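 also: His-tagged Mcl-1 with europium anti-His antibody binding Bid BH3 peptide; 0% = Mcl-1 plus peptide wells and 100% = peptide-only wells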
# Bim-Bfl-1 – inhibitors of Bim binding to Bfl-1, primary screen, biochemical, multiplexed, bead-based flow cytometry | 190,000 compounds, 0.12% hits | Bcl-2-related protein A1 (Homo sapiens), Q16548 | inhibition, % at 10 µM | AID 1008, 2008 | Bim-Bfl-1 binding inhibition;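 also: 0% = wells without compound plus tracer and 100% = blocker peptide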
# The depositor's hits bear a star; ? = inconclusive; / = no result given. Rule as the data show it, unless noted: active = inhibition above about 40%. This is a subset (hit frequency here may not be typical).
SMILES,RGS4-Gao reg,RGS8-Gao reg,Mcl1 Noxa PPI,Bcl-W Bim block,RGS7-Gao reg,Bim-Bcl-XL,Bcl-B Bim block,Bim-Mcl-1,Bim-Bcl-2,Mcl1-Bid inh,Bim-Bfl-1
COc1cc2nc(N3CCN(C(=O)C4COc5ccccc5O4)CC3)nc(N)c2cc1OC (stereo unspecified),106,106,38,5,105,2,4,3,2,22,0
CCCn1ncc(CN2CCCC(C(=O)c3cccc(OC(C)C)c3)C2)c1C (stereo unspecified),100,101,-2,/,?,/,/,/,/,-24,/
COc1ccccc1OCC(O)COC(N)=O (stereo unspecified),104,103,1,0,103,-1,-7,-1,1,0,2
CC(=O)[C@H]1CC[C@H]2[C@@H]3C[C@H](C)C4=CC(=O)CC[C@]4(C)[C@H]3[C@@H](O)C[C@]12C,97,98,7,0,98,-1,2,1,1,-7,-1
C[C@]12CC[C@H]3[C@@H](CCC4=CC(=O)CC[C@@]43C)[C@@H]1CC[C@@H]2C(=O)CO,/,/,16,-2,/,-1,-8,-1,0,-3,0
O=C1N(c2ccccc2)c2ccccc2C1(Cc1ccncc1)Cc1ccncc1,103,99,21,0,102,-6,-1,0,-2,31,-4
CN1CCC(=C2c3ccccc3CCc3sccc32)CC1,105,103,35,-4,107,-5,0,-1,0,3,0
COc1ccc(CN(CCN(C)C)c2ccccn2)cc1,103,102,16,-5,104,0,-6,-4,0,-1,-3
O=C1NCC2(CCN(CCc3ccccc3)CC2)O1,100,100,-1,/,?,/,/,/,/,-20,/
c1ccc2c(CC3=NCCN3)cccc2c1,/,/,5,-3,/,-1,0,-1,-8,-3,0
NS(=O)(=O)c1cc2c(cc1C(F)(F)F)NC(Cc1ccccc1)NS2(=O)=O (stereo unspecified),100,99,-12,0,100,0,0,0,1,1,-1
CC(C)Cn1cnc2c1c(=O)n(C)c(=O)n2C,99,102,6,3,101,0,-4,1,2,-20,1
Cc1nnc(NS(=O)(=O)c2ccc(N)cc2)s1,109,103,11,-1,108,-1,-5,-3,0,-4,-1
CC1=NN(c2ccccc2)C(=O)C1,99,100,3,-2,101,0,0,-2,-2,-23,-3
Cc1cc(C)nc(/N=C(\N)Nc2ccc(S(N)(=O)=O)cc2)n1,103,105,-3,-3,106,0,-1,-3,-7,-23,-4
Cc1coc2c1C(=O)C(=O)c1c-2ccc2c1CCCC2(C)C,102,100,-17,-4,102,-3,-3,-2,-5,-2,-5
CN(C)CCCN1c2ccccc2Sc2ccccc21,104,102,21,-1,106,0,-3,-1,3,1,-1
Nc1cc(-c2ccncc2)c[nH]c1=O,101,102,14,-1,99,-3,-8,-2,0,-42,4
CCOc1ccc(S(=O)(=O)N2CCCCCC2)c2ccccc12,90,99,3,-4,98,-3,-1,-2,-4,-11,-1
C[C@H](CCC(=O)O)[C@H]1CC[C@H]2[C@@H]3[C@@H](O)C[C@@H]4C[C@H](O)CC[C@]4(C)[C@H]3CC[C@]12C,83,83,-8,0,70,-1,-1,-2,-4,2,-5

# Six records drawn at random from the list so far, as already listed:
SMILES,RGS4-Gao reg,RGS8-Gao reg,Mcl1 Noxa PPI,Bcl-W Bim block,RGS7-Gao reg,Bim-Bcl-XL,Bcl-B Bim block,Bim-Mcl-1,Bim-Bcl-2,Mcl1-Bid inh,Bim-Bfl-1
Nc1cc(-c2ccncc2)c[nH]c1=O,101,102,14,-1,99,-3,-8,-2,0,-42,4
O=C1N(c2ccccc2)c2ccccc2C1(Cc1ccncc1)Cc1ccncc1,103,99,21,0,102,-6,-1,0,-2,31,-4
Cc1cc(C)nc(/N=C(\N)Nc2ccc(S(N)(=O)=O)cc2)n1,103,105,-3,-3,106,0,-1,-3,-7,-23,-4
Cc1nnc(NS(=O)(=O)c2ccc(N)cc2)s1,109,103,11,-1,108,-1,-5,-3,0,-4,-1
CC(C)Cn1cnc2c1c(=O)n(C)c(=O)n2C,99,102,6,3,101,0,-4,1,2,-20,1
CC1=NN(c2ccccc2)C(=O)C1,99,100,3,-2,101,0,0,-2,-2,-23,-3

# Three structures already listed, arranged by molecular weight, highest first:
SMILES,RGS4-Gao reg,RGS8-Gao reg,Mcl1 Noxa PPI,Bcl-W Bim block,RGS7-Gao reg,Bim-Bcl-XL,Bcl-B Bim block,Bim-Mcl-1,Bim-Bcl-2,Mcl1-Bid inh,Bim-Bfl-1
COc1cc2nc(N3CCN(C(=O)C4COc5ccccc5O4)CC3)nc(N)c2cc1OC (stereo unspecified),106,106,38,5,105,2,4,3,2,22,0
C[C@H](CCC(=O)O)[C@H]1CC[C@H]2[C@@H]3[C@@H](O)C[C@@H]4C[C@H](O)CC[C@]4(C)[C@H]3CC[C@]12C,83,83,-8,0,70,-1,-1,-2,-4,2,-5
CC(=O)[C@H]1CC[C@H]2[C@@H]3C[C@H](C)C4=CC(=O)CC[C@]4(C)[C@H]3[C@@H](O)C[C@]12C,97,98,7,0,98,-1,2,1,1,-7,-1

# Bioassay records: PubChem BioAssay, several laboratories
